Screening data (PubChem BioAssay)
Nrf2 ARE act: Nrf2 pathway activation | AREc32 ARE-luciferase reporter (MCF7-derived line), luminescence, 24 h | AID 624171 | actives 0.31% (n = 410,000) | Potency, µM (top dose mostly 46.1 µM), inactives show top-dose activation, most hits filed as activators; further: potency means the concentration at half of the fitted maximal effect; % of control where 0% means no effect; nearly all actives have a fitted effect of over 65% in size
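Reporter line AREc32 (ARE-Fluc), seeded overnight in OPTI-MEM with 5% FBS; compound pin-transferred, 24 hr at 37 deg C, 5% CO2; luminescent read-out.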
MCF10A rerep: inducers of DNA re-replication in MCF 10A breast cells; MCF 10A DNA re-replication, Hoechst nuclear intensity, 48 h; Potency, µM (titrated, usually from 46.1 µM), for inactives: at the top dose activity, positive = re-replication, actives largely listed as activators; actives 2.9% (n = 350,000); AID 624296; further: potency means the concentration at half of the fitted maximal effect; % of control where 0% means no effect; nearly all actives have a fitted effect of over 50% in size
Nrf2 block: blocks Nrf2 signaling | AID 504444 | Potency, µM (top dose mostly 46 µM), inactives show top-dose activity change, negative = inhibition, hits mostly inhibitors | A549 ARE-Fluc reporter, luciferase luminescence, 18-24 h | actives 2.1% (n = 360,000); further: potency means the concentration at half of the fitted maximal effect; on the % scale 0 is the no-effect control and ±100 the full control effect; nearly all actives have a fitted effect of over 60% in size
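Two sequential reads on A549 ARE_Fluc cells exposed to compound for 18-24 h: a CellTiter-Fluor fluorescence read for viability, then a luciferase luminescence read for Nrf2/ARE activity.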
TGFb SMAD3 inh: blocks TGF-b signaling | Potency, µM (titrated, usually from 46.1 µM), inactives show at the highest dose activity, negative = inhibition, usual class: inhibitors | actives 1.2% (n = 410,000) | HepG2 CAGA-GFP TGF-b/SMAD3 reporter, GFP fluorescence, 18 h; TGF-beta stimulated, 500 pg/mL final | AID 588855; further: potency means the concentration at half of the fitted maximal effect; on the % scale 0 is the no-effect control and ±100 the full control effect; nearly all actives have a fitted effect of over 65% in size
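Using HEPG2 CAGA-GFP reporter cells at 1000 cells/well, we pinned test compounds, stimulated with recombinant TGF-beta (500 pg/mL final) and measured total well GFP after 18 h.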
A549 viability: kills or reduces viability of A549 cells in Nrf2 counter-screen | A549 ARE-Fluc cells, CellTiter-Fluor viability, 18-24 h | Potency, µM (titrated, usually from 46 µM), without a hit: at the top dose activity change, negative = cytotoxicity, most hits filed as inhibitors | actives 0.16% (n = 390,000); further: potency means the concentration at half of the fitted maximal effect; on the % scale 0 is the no-effect control and ±100 the full control effect
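A549 ARE-Fluc cells in 5% FBS OPTI-MEM, 5000 cells/well, rested 2 h then exposed to compounds in concentration-response for 18-24 h at 37 °C. Viability by CellTiter-Fluor fluorescence (Ex 405/Em 525) after 30 min; luciferase luminescence (BugLite, 15 min, RT) read afterwards.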
IL-1B inflam inh: inhibitors of inflammasome signaling (IL-1 beta secretion); THP-1 LPS/ATP IL-1B secretion, AlphaLISA, 16 h; active compounds read low; activity change, % at 57.5 µM; actives 4.7% (n = 360,000); AID 743279; in the data active means activity change below about -50%; inconclusive means mostly about -30% to -49%; further: on the % scale 0 is the no-effect control and ±100 the full control effect
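Secreted IL-1B measured by AlphaLISA bead assay after 16 h compound exposure of THP-1 cells; compounds (final up to 57.5 uM) added 1 h before LPS (250 ng/mL) and ATP (1.25 mM) stimulation; lower signal means less secretion.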
HepG2 tox: kills HepG2 cells in TGF-b inhibitor counter-screen; HepG2 CAGA-GFP viability, ATP luminescence, 18 h; Potency, µM (series often up to 46.1 µM), for inactives: top-dose activity change, negative = cytotoxicity, most hits filed as cytotoxic; actives 0.76% (n = 410,000); AID 588856; further: potency means the concentration at half of the fitted maximal effect; some results filed as inactive show a strong effect at the top dose
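HepG2 CAGA-GFP cells (1000/well, DMEM with 1% FBS) received compound, then TGF-beta at 500 pg/mL final, and were incubated 18 hours at 37 degrees C. Viability was read by CellTiter-Glo luminescence. Media-only wells were set as complete cell-killing and DMSO as no toxicity.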
ATXN viability: cell viability loss in ATXN counter-screen; Potency, µM (top dose mostly 56.7 µM), hits mostly cytotoxic; S2 cells (HEK-293 line with an ATXN2-luciferase reporter) viability, CellTiter-Fluor protease fluorescence, 24 h; actives 0.49% (n = 400,000); AID 651635; further: potency means the concentration at half of the fitted maximal effect; nearly all actives have a fitted effect of over 40% in size
ATXN2 expr inh: ATXN2 expression inhibition | HEK-293 ATXN2-luciferase reporter, luminescence, 24 h | Potency, µM (series often up to 57 µM), inactives show at the top dose activity change, negative = inhibition, most hits filed as inhibitors | actives 0.72% (n = 360,000); further: potency means the concentration at half of the fitted maximal effect; on the % scale 0 is the no-effect control and ±100 the full control effect; nearly all actives have a fitted effect of over 55% in size
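qHTS (up to 57 uM final) was run with 24 h compound exposure of reporter cells at 37 °C. Each well was multiplexed: SteadyGlo luminescence measured ATXN2-luciferase expression after a fluorogenic Gly-Phe-AFC viability readout (25 uM final).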
Numbers without * were called inactive; i = inactive; ? = inconclusive; nt = no result given; [ ] = remark or other dose. Unless noted, the call rests on the fitted dose curve; in most records, active means well fitted curve in the direction sought with a large enough effect; inconclusive means small, poorly fitted or top-dose-only effect, or another doubt; inactive means no such curve, though single readings can be large; an effect the other way counts as inactive or inconclusive.

item	SMILES	Nrf2 ARE act	MCF10A rerep	Nrf2 block	TGFb SMAD3 inh	A549 viability	IL-1B inflam inh	HepG2 tox	ATXN viability	ATXN2 expr inh
1	O=C(COc1ccc(Cl)cc1Cl)N/N=C1\CCCc2ccccc21	-0.3%	3.6%	?	-24.4%	-7.3%	?	0.1%	i	35.0%[activator]
2	O=C1c2ccccc2C2(c3ccc(F)cc3)NCCN12 (stereo unspecified)	-0.1%	0.0%	-5.2%	18.6%	-0.6%	1.1	0.6%	i	8.5%
3	O=C(O)c1ccc(-c2ccc(Cl)cc2Cl)o1	0.0%	4.1%	26.8%	28.8%	8.8%	-9.5	-3.4%	i	10.8%
4	COc1ccc(/C=C2\SC(=O)N(CCC(=O)NC3CCS(=O)(=O)C3)C2=O)cc1 (stereo unspecified)	-0.6%	2.4%	?	-5.1%	-6.8%	?	-18.7%	i	24.1%
5	Cc1ccc(CN2CC(C(=O)Nc3ccc(C)c(S(=O)(=O)N4CCCCC4)c3)CC2=O)cc1 (stereo unspecified)	0.1%	?	20.6µM*	?	?	?	-17.2%	i	-16.1%
6	Cc1nc2sc(C(c3ccccc3)N3CCN(C(=O)c4ccco4)CC3)c(O)n2n1 (stereo unspecified)	-0.2%	4.0%	-10.3%	-4.4%	5.2%	-1.3	-0.5%	i	-1.5%
7	O=C(COC(=O)CNC(=O)c1cccc([N+](=O)[O-])c1)Nc1cccc(S(=O)(=O)N2CCCCC2)c1	-0.8%[9.22 µM]	-1.3%	2.3%	-26.7%	6.9%	0.0	-2.2%	i	-5.5%
8	CCN(CC)S(=O)(=O)c1ccc(OC)c(NC(=O)CSc2cc(C)ccc2C)c1	0.1%[9.22 µM]	9.7%	-60.4%	-5.1%	-3.6%	12.9	0.6%	i	-0.5%
9	CC1CCN(C(=O)C2CCN(S(=O)(=O)c3cccc4cccnc34)CC2)CC1	0.3%	-4.6%	-18.8%	-15.9%	-7.4%	5.4	-8.0%	i	12.8%
10	COC(=O)c1ccc(/C=C2\CCn3c2nc2cc(C(=O)O)ccc2c3=O)cc1	-0.3%	-36.2%[inhibitor]	-7.3%	18.5%	0.5%	28.0	11.0%	i	-9.3%
11	CN(C)S(=O)(=O)N(CC(=O)N1CCC(Cc2ccccc2)CC1)c1ccccc1	2.1%	-6.7%	?	3.7%	-2.3%	14.9	-14.4%	i	-21.8%
12	COc1ccccc1C(=O)Nc1cc2cc(Cl)ccc2oc1=O	11.1%	4.6%	6.4%	-15.3%	-1.0%	23.1	0.9%	i	9.7%
13	COc1ccc(C(C)(O)c2nc(-c3ccc(C)c(C)c3)cs2)cc1 (stereo unspecified)	3.9%	nt	nt	?	nt	22.0	-16.3%	i	-0.8%
14	CC1(C)CC(=O)/C(=C(/O)CCCN2C(=O)c3ccccc3C2=O)C(=NC(C)(C)C)C1	-0.6%	14.5%	-7.9%	2.7%	-2.1%	4.9	0.1%	i	58.6%[activator]
15	O=C(Cc1c(Cl)cccc1Cl)NCCc1ccc(Cl)cc1	0.2%	11.0%	0.5%	-3.3%	2.4%	-8.2	-5.1%	i	0.3%
16	CCOc1ccc(Br)cc1S(=O)(=O)N1CCCC1	-0.2%	0.3%	0.1%	-0.6%	-1.9%	-21.3	-10.3%	i	3.0%
17	CCCN1CN(CCc2ccccc2)CNC1=S	-0.5%	-1.3%	12.0%	0.0%	7.8%	10.5	-20.4%	i	-23.3%
18	Cc1ccc(S(=O)(=O)N(CC(=O)N(C)C)c2cccc([N+](=O)[O-])c2)cc1	0.0%	-0.3%	-21.2%	10.4%	-12.2%	5.9	-12.7%	i	-8.4%
19	COC(=O)c1ccc(CSc2nc3ccccc3c(=O)n2CC(C)C)o1	2.8%	28.6%	6.8%	-7.9%	5.6%	5.7	-85.0%	i	-7.3%
20	COc1cc(OC)cc(C(=O)OCC(=O)NCCCc2ccccc2)c1	-0.4%	-2.7%	12.8%	0.9%	3.9%	5.7	1.5%	i	-7.6%
21	CCC(=O)N(C)C[C@H]1Oc2cc(Br)ccc2S(=O)(=O)N([C@@H](C)CO)C[C@H]1C	-0.4%	nt	nt	11.7%	nt	8.7	5.8%	i	6.9%
22	CCOc1ccccc1NC(=O)CSc1nnc2ccc(-c3ccccn3)nn12	1.7%	0.8%	-9.7%	-5.4%	0.5%	7.8	-34.9%	i	7.4%
23	NC(=O)C1(Nc2ccc(Cl)cc2)CCCC1	0.0%	1.3%	-11.1%	-2.1%	0.9%	-5.9	-27.2%	i	-7.9%
24	CC(NC(=O)c1ccccc1NC(=O)CN1CCN(c2ccccc2O)CC1)c1ccccc1 (stereo unspecified)	1.8%	10.9%	?	?	-13.3%	13.4	-33.6%	i	-6.8%
25	COc1ccccc1C(CC(=O)Nc1ccccc1C)c1ccc(OC(C)C)cc1 (stereo unspecified)	0.1%	-9.7%	-14.0%	1.5%	-1.6%	-22.2	-13.9%	?	nt
26	O=C(OCC#CCSc1nnc(-c2ccncc2)o1)c1cccs1	4.8%	-1.1%	-8.3%	3.9%	-14.3%	-3.9	-18.3%	i	3.1%
27	N#CC1(NC(=O)CN2C(=O)NC(c3ccccc3)(c3ccccc3)C2=O)CCCC1	-0.4%	-3.6%	15.7%	5.6%	6.9%	-20.7	3.3%	i	2.4%
28	COc1cc(C(=O)OCC(=O)Nc2nnc(-c3ccccc3)o2)cc(OC)c1OC	-0.4%	6.6%	?	89.2%[activator]	-11.8%	-3.3	-33.5%	i	-11.2%
29	CCn1c(CO)nc2c1c(=O)[nH]c(=O)n2Cc1ccccc1	0.1%	-1.9%	13.4%	0.4%	18.1%	-3.9	26.1%	i	3.8%
30	CC(=O)Nc1ccc(-c2csc(NC(=O)Cc3cccc(F)c3)n2)cc1	5.5%	11.1%	20.6µM*	-28.3%	2.8%	?	-2.8%	i	-37.4%
31	CCCC(=O)Nc1nnc(S(=O)(=O)N(CC(C)C)c2ccccc2)s1	-0.7%	21.7%	-4.6%	3.9%	1.6%	-22.6	3.9%	i	-7.6%
32	CS(=O)(=O)N1CCC(C(=O)Nc2cccc(F)c2)CC1	-0.8%	-0.8%	5.3%	0.5%	-0.8%	7.8	3.5%	i	8.4%
33	COc1ccc(C2C(=O)N(C3CCCCCC3)CC(=O)N2CCc2ccccc2)cc1 (stereo unspecified)	-0.8%	nt	nt	?	5.6%	nt	-3.7%	nt	nt
34	Cc1cc(C(=O)Nc2ccc(C(C)C)cc2)c2c(C)nn(-c3ccccc3)c2n1	-0.4%	nt	2.9%	0.6%	13.4%	nt	-17.6%	i	-1.7%
35	COc1ccc(NC(=O)CN(C)C(=O)c2c(C)nn(Cc3ccc(C)cc3)c2Cl)cc1	-1.0%	-0.7%	-12.3%	6.6%	11.3%	-7.0	3.5%	i	nt
36	Brc1ccc(COc2ncnc3ccccc23)cc1	0.9%	11.7%	-13.0%	-15.6%	0.3%	-6.9	-0.6%	nt	-38.2%
37	COc1ccc(-c2cc(C(=O)Nc3ccc(S(N)(=O)=O)cc3)c3ccccc3n2)cc1OC	-0.7%	8.2µM*	0.1%	-7.8%	14.1%	13.0	-23.4%	i	nt
38	CCCOc1ccc(C2C(=O)N(C3CCCCCC3)CC(=O)N2Cc2ccco2)cc1OC (stereo unspecified)	0.5%	9.4%	-11.4%	2.2%	1.6%	-29.0	-8.0%	i	3.6%
39	COc1ccc(N=C2C(=S)N(c3ccc(OC)cc3)C(=NS(=O)(=O)c3ccccc3)N2c2ccccc2)cc1	3.3%	12.8%	?	-8.0%	-4.8%	-4.6	-3.8%	?	33.0%
40	Cn1cnnc1SCC(=O)Nc1cccc(S(=O)(=O)N2CCOCC2)c1	-0.7%	-4.8%	?	-9.3%	-1.4%	18.4	-17.8%	nt	nt
41	COc1ccc(Cl)cc1S(=O)(=O)N1CCN(CC(=O)Nc2ccccc2C(F)(F)F)CC1	0.1%	nt	nt	-5.0%	-2.2%	nt	-22.1%	i	5.6%
42	CC(/C=N/NC(=O)c1ccc(Br)cc1)=C\c1ccccc1	3.7%	-4.3%	-24.2%	-6.1%	-5.7%	-3.3	-16.5%	i	-2.9%
43	Cc1ccc(S(=O)(=O)N2CCCC(C(=O)NCCc3ccc(Cl)cc3)C2)cc1 (stereo unspecified)	0.2%	nt	nt	-17.8%	nt	-15.5	-7.4%	?	nt

One compound at a time, as listed above. Order of screens: Nrf2 ARE act | MCF10A rerep | Nrf2 block | TGFb SMAD3 inh | A549 viability | IL-1B inflam inh | HepG2 tox | ATXN viability | ATXN2 expr inh
COc1ccc(NC(=O)CN(C)C(=O)c2c(C)nn(Cc3ccc(C)cc3)c2Cl)cc1 in the list: -1.0% | -0.7% | -12.3% | 6.6% | 11.3% | -7.0 | 3.5% | i | nt
Cc1ccc(S(=O)(=O)N2CCCC(C(=O)NCCc3ccc(Cl)cc3)C2)cc1 (stereo unspecified) in the list: 0.2% | nt | nt | -17.8% | nt | -15.5 | -7.4% | ? | nt
COc1ccc(C2C(=O)N(C3CCCCCC3)CC(=O)N2CCc2ccccc2)cc1 (stereo unspecified) in the list: -0.8% | nt | nt | ? | 5.6% | nt | -3.7% | nt | nt
CC(/C=N/NC(=O)c1ccc(Br)cc1)=C\c1ccccc1 in the list: 3.7% | -4.3% | -24.2% | -6.1% | -5.7% | -3.3 | -16.5% | i | -2.9%
Cn1cnnc1SCC(=O)Nc1cccc(S(=O)(=O)N2CCOCC2)c1 in the list: -0.7% | -4.8% | ? | -9.3% | -1.4% | 18.4 | -17.8% | nt | nt
